Compound activity (PubChem)
CHO-K1 Ca ag – nonselective activator or artifact in parental CHO-K1 cells. Fluo-8 calcium fluorescence; scaled to maximal ATP response, vehicle zero. activation, % at 3 µM. 360,000 compounds, 0.48% hits. AID 602248; in the data active = activation above about 15%;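 also: untransfected CHO-K1 host cells lacking M1 receptor as counterscreen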
CHO-K1 Ca antag – counter-screen for M1 antagonists: effect in parental CHO-K1 cells; ATP-induced calcium, Fluo-8 fluorescence; inhibition, % at 3 µM; 360,000 compounds, 0.6% hits; AID 602250;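 active = inhibition above a per-plate cutoff, the plate's mean sample inhibition plus 3 SD, cut at about 24% in these data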;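 also: 0% = DMSO plus EC80 ATP and 100% = DMSO alone without ATP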
CHRM4 agonist – agonists of human muscarinic M4 receptor (CHRM4) | activation, % at 3 µM | AID 624127 | 360,000 compounds, 0.14% hits | CHO-K1 hM4/Gqi5, Fluo-8 calcium fluorescence; vehicle 0%, full acetylcholine response 100%;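 active = activation above the run mean over all test wells plus 3 SD, cut at about 32% in these data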;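 also: peak over basal fluorescence ratio per well then scaled between controls; 0% = DMSO wells and 100% = acetylcholine at EC100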
Target sequence (P08173 whole entry, looked up): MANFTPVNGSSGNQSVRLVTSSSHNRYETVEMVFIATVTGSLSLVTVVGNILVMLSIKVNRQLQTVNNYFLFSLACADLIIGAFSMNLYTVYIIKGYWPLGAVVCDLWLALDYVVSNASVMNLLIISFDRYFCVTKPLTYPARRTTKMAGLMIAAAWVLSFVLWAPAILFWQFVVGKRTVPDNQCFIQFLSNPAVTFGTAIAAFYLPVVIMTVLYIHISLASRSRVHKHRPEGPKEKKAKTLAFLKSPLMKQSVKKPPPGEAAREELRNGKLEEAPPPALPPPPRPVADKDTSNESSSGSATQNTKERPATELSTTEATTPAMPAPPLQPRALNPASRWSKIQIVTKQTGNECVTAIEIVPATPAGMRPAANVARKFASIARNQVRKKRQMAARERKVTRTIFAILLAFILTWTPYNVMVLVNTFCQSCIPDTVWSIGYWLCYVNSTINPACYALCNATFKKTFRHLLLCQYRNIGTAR
M1 PAM parental – M1 PAM counterscreen hit in parental CHO-K1 cells. 360,000 compounds, 0.02% hits. activation, % at 3 µM. ATP EC20, Fluo-8 calcium fluorescence; 0% at ATP EC20, 100% at ATP max;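 active = activation above the run cutoff, the mean activation of all test compounds plus 3 SD, cut at about 40% in these data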;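 also: peak over basal fluorescence ratio in a 140 s read after ATP addition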
M5 PAM – positive allosteric modulators of human muscarinic M5 receptor; P08912; CHO-K1 hM5, Fluo-8 calcium, ACh EC20 PAM; 0% = ACh EC20, 100% = ACh EC100; activation, % at 3 µM; 360,000 compounds, 0.3% hits; AID 624038;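 active = activation above the run cutoff, the mean activation of all test compounds plus 3 SD, cut at about 18% in these data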
Target sequence (P08912 whole entry, looked up): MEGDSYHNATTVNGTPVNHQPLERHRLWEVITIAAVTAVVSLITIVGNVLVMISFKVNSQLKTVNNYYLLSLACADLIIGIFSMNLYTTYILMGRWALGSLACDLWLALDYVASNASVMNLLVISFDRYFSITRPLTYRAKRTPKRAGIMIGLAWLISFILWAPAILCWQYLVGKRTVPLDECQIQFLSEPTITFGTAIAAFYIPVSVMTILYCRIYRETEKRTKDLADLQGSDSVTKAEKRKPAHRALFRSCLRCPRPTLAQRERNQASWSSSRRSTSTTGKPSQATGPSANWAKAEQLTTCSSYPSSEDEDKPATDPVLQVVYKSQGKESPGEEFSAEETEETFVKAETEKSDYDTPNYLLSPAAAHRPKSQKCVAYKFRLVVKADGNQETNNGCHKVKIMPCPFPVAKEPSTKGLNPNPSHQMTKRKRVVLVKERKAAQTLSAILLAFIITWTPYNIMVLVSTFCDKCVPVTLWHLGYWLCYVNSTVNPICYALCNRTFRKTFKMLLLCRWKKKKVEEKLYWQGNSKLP
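Assay system – human M5 receptor in CHO-K1 cells · Read-out – % activation, ACh-normalized · Technique – Fluo-8 calcium fluorescence · Dosing – single-point, 3 µM nominal · Incubation – Fluo-8 loading 80 min at 37 °C plus 30 min room temperature · Repeats – singlicate, one well per test compound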
M5 antag – blocks acetylcholine activation of human M5 receptor. inhibition, % at 3 µM. 360,000 compounds, 0.59% hits. CHO-hM5 cells, Fluo-8 calcium fluorescence, ACh EC80. P08912;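 active = inhibition above a per-plate cutoff, the mean of that plate's test compounds plus 3 SD, cut at about 27% in these data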;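 also: 0% = acetylcholine EC80 with DMSO and 100% = DMSO without agonist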
M4 PAM – potentiates acetylcholine response at human M4 receptor. AID 624126. activation, % at 3 µM. 360,000 compounds, 0.4% hits. CHO-K1 hM4/Gqi5, Fluo-8 calcium fluorescence, ACh EC20; 0% = ACh EC20, 100% = maximal ACh;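 active = activation above its plate's cutoff, the mean activation of sample wells plus 3 SD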; also: some results filed as inactive read as strong as hits
M4 antag – CHRM4 antagonism in calcium assay; P08173; CHO-hM4 cells, ACh EC80, Fluo-8 calcium fluorescence; inhibition, % at 3 µM; 360,000 compounds, 0.73% hits; AID 624125;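 active = inhibition above its plate's cutoff, the mean inhibition of sample wells plus 3 SD, cut at about 27% in these data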;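 also: 0% = acetylcholine EC80 with DMSO and 100% = DMSO without agonist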
CHRM5 agonist – agonists of human muscarinic M5 receptor (CHRM5) | P08912 | 360,000 compounds, 0.19% hits | activation, % at 3 µM | CHO-K1 hM5 cells, Fluo-8 calcium fluorescence; 0% DMSO wells, 100% maximal acetylcholine response;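 active = activation above the run's mean over test compounds plus 3 SD, cut at about 23% in these data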;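 also: signal is peak over basal fluorescence ratio across the kinetic read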
The depositor's hits bear a star. No enrichment for hits. About 2.7% of those tested had a hit in this group.

SMILES | CHO-K1 Ca ag | CHO-K1 Ca antag | CHRM4 agonist | M1 PAM parental | M5 PAM | M5 antag | M4 PAM | M4 antag | CHRM5 agonist
O=C1NCC(c2ccccc2)C1C(=O)N/N=C\c1ccc(-c2ccc(Cl)c(Cl)c2)o1 (configuration not stated) | 0.1 | -5 | 3 | 18 | -1 | 1 | -4 | 1 | -3
COc1ccccc1CCNS(=O)(=O)c1cc2c3c(c1)CCN3C(=O)CC2 | 2.3 | -10 | 2 | -6 | -5 | 3 | -2 | -3 | 0
CCOc1ccc(NC(=O)CN2C(=O)COc3ccc(S(=O)(=O)N4CCCCC4)cc32)cc1 | -1.1 | -20 | 0 | 8 | -3 | 6 | -5 | 12 | -7
CCOc1ccc(NC(=O)C(=S)NC2CCCCC2)cc1 | 0.0 | -7 | 1 | 16 | 5 | -1 | 2 | -2 | 0
COCCOC1CCN(C(=O)c2ccc(OC)c(OC3CCN(C(C)C)CC3)c2)CC1 | 0.2 | 1 | 2 | -9 | -6 | 20 | 8 | -2 | -8
CCn1cc(S(=O)(=O)CC(=O)Nc2ccc3c(c2)OCO3)c2ccccc21 | 1.9 | -8 | 6 | 20 | 0 | -1 | 13 | -9 | 2
CCOC(=O)c1c(C)c(C(=O)Nc2cc(OC)ccc2OC)c(C)n1CC | 0.3 | -2 | -2 | 0 | 1 | -8 | 13 | -15 | -1
CC1C(=O)CCN(C(C)C)C1C (configuration not stated) | -0.2 | 6 | 0 | 2 | -1 | 5 | -9 | 7 | -2
C/C=C/C(=O)OCC(=O)Nc1ccc(SC(F)F)cc1 | 0.7 | -8 | 1 | 9 | -4 | 7 | -6 | 7 | -4
CC(C(=O)O)n1cc(Cl)cn1 (configuration not stated) | 0.3 | -18 | 1 | 27 | 16 | -1 | 19 | -10 | -2
N#Cc1c(NC(=O)C2CC(c3ccccc3O)=NO2)sc2c1CCC2 (configuration not stated) | 1.0 | 6 | 1 | -3 | -3 | 2 | 3 | -5 | 1
CCC(C)Sc1nc2c(c(=O)n1C)SC(C)C2 (configuration not stated) | 1.0 | -13 | 0 | 21 | 2 | -2 | 6 | -7 | -2
Cc1ccc(NCC(=O)Nc2cccc(S(=O)(=O)N(C)C)c2)cc1S(=O)(=O)N1CCCCCC1 | 6.1 | 19 | 14 | -4 | -20 | 14 | -11 | 12 | 1
CN(Cc1ccc(Cl)cc1Cl)C(=O)c1cccc(S(=O)(=O)N2CCN(c3ccccc3)CC2)c1 | 1.0 | 4 | 4 | -10 | -16 | 8 | -9 | 12 | 1
Cc1ccc(CNC(=O)c2ccc(NS(=O)(=O)c3c(C)noc3C)cc2)cc1 | 0.3 | 9 | 1 | -1 | -2 | 1 | 1 | 3 | -2
CCOC(=O)C1C(=O)C(C(C)=O)C(=O)CC1CC(C)SCC (configuration not stated) | -0.2 | 0 | 1 | -15 | 3 | -3 | 7 | -1 | 3
COc1ccc(C2CC(c3ccc(OC)cc3)n3nc(NC(=O)c4cccs4)nc3N2)cc1 (configuration not stated) | 0.6 | -28 | 1 | 8 | -2 | -6 | -4 | -3 | 1
COc1ccc(NC(=O)C2CCN(S(=O)(=O)c3cccnc3)CC2)cc1Cl | 0.7 | 2 | 2 | 1 | -9 | 2 | 3 | -13 | 3
Cc1nn(CC#N)c(=O)n1-c1ccccc1 | 1.3 | -9 | 1 | 24 | 5 | 0 | 3 | -4 | -3
COc1cc(/C=C2/C(=O)NN(c3ccc(Cl)cc3)C2=O)cc(Br)c1O | 0.2 | 4 | 0 | 6 | 20* | -4 | 3 | -1 | 6
C=C(C)CSc1nnc(-c2ccccc2)n1N | 4.8 | 10 | 12 | 9 | -16 | 16 | -8 | -1 | 0
Cc1onc(-c2ccccc2Cl)c1C(=O)Nc1ccccc1C(=O)NC(C)C | 2.4 | -11 | 3 | 16 | 0 | -11 | 8 | 2 | 3
O=C(C(=O)c1ccc(O)cc1)c1ccccc1 | 2.0 | -6 | 1 | -2 | -2 | -1 | 3 | -6 | -2
CC(OC(=O)Cc1c[nH]c2ccccc12)C(=O)NC1CCCCC1C (configuration not stated) | 0.5 | 1 | 1 | -15 | -2 | -1 | -1 | 4 | 0
CCOC(=O)C1=C(C)Nc2nc3ccccc3n2C1c1ccncc1 (configuration not stated) | 0.5 | -8 | 1 | 11 | -5 | 7 | -7 | 1 | -4
Oc1ccccc1C=NC1CCCCC1N=Cc1ccccc1O (configuration not stated) | 0.4 | -3 | 0 | 5 | -5 | -6 | -2 | -4 | -1
CC(=O)NNC(=O)CN1C(=O)/C(=C/c2ccccc2)SC1=S | 0.8 | -10 | 1 | 13 | 3 | 5 | 6 | -4 | -1
O=C(NNC(=S)Nc1ccccc1)Nc1ccccc1 | -0.3 | 11 | 1 | 0 | 0 | 0 | 2 | -5 | -5
CN(c1ccccc1)S(=O)(=O)c1ccc(C(=O)OCC(=O)N2CCOCC2)cc1 | 0.7 | -8 | 1 | -4 | 5 | 6 | -4 | 4 | -6
O=C(Cn1c(=O)oc2ccccc21)Nc1ccc(F)cc1 | 0.3 | -6 | 0 | 11 | -4 | 5 | -3 | 8 | -5
COc1ccc(CNC(=O)COC(=O)CCOc2ccccc2)cc1 | 0.0 | 8 | 0 | -4 | -3 | 1 | 3 | -5 | 0
CCOc1ccc(S(=O)(=O)Nc2cccc(Cl)c2)cc1 | 3.5 | -6 | 0 | 12 | -6 | 8 | -17 | 5 | -2
CCOc1ccccc1CN1CCN(C2CCC2)CC1CCO (configuration not stated) | -0.3 | -3 | 0 | 9 | 1 | -2 | -4 | -1 | 1
CN(Nc1cccc(Cl)c1)c1cccc(Cl)c1 | -0.5 | 10 | -1 | -25 | -1 | -2 | 1 | -2 | -7
CCCCCCn1c(CN2CCCCC2C)nc2c1c(=O)n(C)c(=O)n2C (configuration not stated) | -0.9 | -9 | -2 | 7 | -2 | 5 | 7 | -11 | 0
Cc1cccc(NC(=S)N2CCN(S(=O)(=O)c3cccc(F)c3)CC2)c1 | 0.5 | -11 | 3 | -13 | 7 | 7 | 2 | -9 | -3
O=C(COc1ccccc1)Nc1nnc(-c2ccccc2)o1 | -0.6 | 4 | 0 | 11 | -2 | -5 | -4 | 0 | 1
O=C(Cc1cc(=O)[nH]c(=O)[nH]1)NCc1ccc(Cl)cc1 | 0.7 | -6 | -1 | 12 | 3 | 2 | -2 | 1 | 0
COc1cccc(CNC(=O)CCSCc2ccccc2F)c1 | 1.0 | -9 | 0 | 9 | 4 | -4 | 2 | 2 | -5
O=C(NC1CCCC1)C(c1cccnc1)N(Cc1ccc(F)cc1)C(=O)c1csnn1 (configuration not stated) | 0.9 | -13 | 0 | 9 | 5 | -4 | 5 | -10 | -3
CC(C)CC(CO)N1CCN(C(=O)c2ccccc2)CCC1=O (configuration not stated) | 0.4 | -13 | 1 | 26 | 5 | 1 | 8 | 6 | 2
O=C(O)c1cc2cc(S(=O)(=O)O)ccc2cc1O | 0.5 | -7 | 0 | 4 | 6 | 12 | -4 | 5 | 2
Oc1ccc(Nc2nc(-c3ccc(O)cc3)cs2)cc1 | 0.3 | -11 | 0 | 17 | 12 | 0 | 34* | -2 | 1
COc1ccc(C(=O)NNC(=O)CSc2nnc(COc3ccccc3OC)n2C)cc1 | -0.2 | 7 | 1 | 13 | 0 | -2 | -1 | -3 | -1
O=C(CCC(=O)N1CCOc2ccccc21)NCCCc1ccccc1 | 1.8 | -10 | 4 | 5 | -5 | 2 | 1 | -3 | 1
CC(=O)N1CCC(N(C(=O)Nc2c(F)cccc2F)C(C)C)CC1 | 0.7 | -13 | 1 | 22 | 1 | -6 | 7 | -11 | -1
S=c1nc2ccccc2c2nc(-c3ccccc3Br)[nH]n12 | 4.1 | -8 | 2 | 0 | -1 | -2 | -2 | 1 | 0
O=C(Nc1ccc(C(F)(F)F)cc1)c1ccccc1-n1cnnn1 | 1.6 | -18 | 2 | 10 | -2 | 5 | 8 | -1 | 1
CCOc1ccc(S(=O)(=O)NCCC(=O)NCCCSc2ccccc2)cc1 | 1.0 | -1 | 5 | -1 | 0 | -11 | -2 | -7 | -1
COc1ccc(CCNC(=O)CSc2nnc3ccc(-c4ccccn4)nn23)cc1OC | -0.1 | 18 | 3 | -17 | 4 | -5 | 7 | -7 | -1
Cc1cc(OCC(=O)Nc2cccc(S(=O)(=O)N3CCCC3)c2)ccc1Cl | 8.0 | -2 | 16 | -7 | -17 | 5 | 2 | -1 | 1
C=CCC(CC=C)(NC(=O)c1ccccc1C)c1ccccc1 | -0.1 | -7 | 0 | 12 | 41* | -6 | 7 | -20 | -3
Cc1cccc(NC(=O)C2CCCC2)c1 | -0.4 | 13 | 0 | -6 | -3 | 0 | 6 | 2 | -1

By substructure, the entries above containing a Cl atom.
SMILES | CHO-K1 Ca ag | CHO-K1 Ca antag | CHRM4 agonist | M1 PAM parental | M5 PAM | M5 antag | M4 PAM | M4 antag | CHRM5 agonist
O=C1NCC(c2ccccc2)C1C(=O)N/N=C\c1ccc(-c2ccc(Cl)c(Cl)c2)o1 (configuration not stated) | 0.1 | -5 | 3 | 18 | -1 | 1 | -4 | 1 | -3
CC(C(=O)O)n1cc(Cl)cn1 (configuration not stated) | 0.3 | -18 | 1 | 27 | 16 | -1 | 19 | -10 | -2
CN(Cc1ccc(Cl)cc1Cl)C(=O)c1cccc(S(=O)(=O)N2CCN(c3ccccc3)CC2)c1 | 1.0 | 4 | 4 | -10 | -16 | 8 | -9 | 12 | 1
COc1ccc(NC(=O)C2CCN(S(=O)(=O)c3cccnc3)CC2)cc1Cl | 0.7 | 2 | 2 | 1 | -9 | 2 | 3 | -13 | 3
COc1cc(/C=C2/C(=O)NN(c3ccc(Cl)cc3)C2=O)cc(Br)c1O | 0.2 | 4 | 0 | 6 | 20* | -4 | 3 | -1 | 6
Cc1onc(-c2ccccc2Cl)c1C(=O)Nc1ccccc1C(=O)NC(C)C | 2.4 | -11 | 3 | 16 | 0 | -11 | 8 | 2 | 3
CCOc1ccc(S(=O)(=O)Nc2cccc(Cl)c2)cc1 | 3.5 | -6 | 0 | 12 | -6 | 8 | -17 | 5 | -2
CN(Nc1cccc(Cl)c1)c1cccc(Cl)c1 | -0.5 | 10 | -1 | -25 | -1 | -2 | 1 | -2 | -7
O=C(Cc1cc(=O)[nH]c(=O)[nH]1)NCc1ccc(Cl)cc1 | 0.7 | -6 | -1 | 12 | 3 | 2 | -2 | 1 | 0
Cc1cc(OCC(=O)Nc2cccc(S(=O)(=O)N3CCCC3)c2)ccc1Cl | 8.0 | -2 | 16 | -7 | -17 | 5 | 2 | -1 | 1
